# Pyk2 oligo antag: blocks oligomerization of human Pyk2 in cells | Q14289 | Q293 cells, Pyk2 FERM NanoBiT luminescence; active compounds read low | z-score (the deposit names both 25 µM and 10 µM) | 99,000 tested, 0.83% active;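 active = Z-score of -3 or lower, scaled per plate to the spread of control and sample wells; inactive = z-score above -3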;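 note: negative z-score means lost luminescence so less FERM oligomerization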
# Target sequence (Q14289 whole entry, looked up): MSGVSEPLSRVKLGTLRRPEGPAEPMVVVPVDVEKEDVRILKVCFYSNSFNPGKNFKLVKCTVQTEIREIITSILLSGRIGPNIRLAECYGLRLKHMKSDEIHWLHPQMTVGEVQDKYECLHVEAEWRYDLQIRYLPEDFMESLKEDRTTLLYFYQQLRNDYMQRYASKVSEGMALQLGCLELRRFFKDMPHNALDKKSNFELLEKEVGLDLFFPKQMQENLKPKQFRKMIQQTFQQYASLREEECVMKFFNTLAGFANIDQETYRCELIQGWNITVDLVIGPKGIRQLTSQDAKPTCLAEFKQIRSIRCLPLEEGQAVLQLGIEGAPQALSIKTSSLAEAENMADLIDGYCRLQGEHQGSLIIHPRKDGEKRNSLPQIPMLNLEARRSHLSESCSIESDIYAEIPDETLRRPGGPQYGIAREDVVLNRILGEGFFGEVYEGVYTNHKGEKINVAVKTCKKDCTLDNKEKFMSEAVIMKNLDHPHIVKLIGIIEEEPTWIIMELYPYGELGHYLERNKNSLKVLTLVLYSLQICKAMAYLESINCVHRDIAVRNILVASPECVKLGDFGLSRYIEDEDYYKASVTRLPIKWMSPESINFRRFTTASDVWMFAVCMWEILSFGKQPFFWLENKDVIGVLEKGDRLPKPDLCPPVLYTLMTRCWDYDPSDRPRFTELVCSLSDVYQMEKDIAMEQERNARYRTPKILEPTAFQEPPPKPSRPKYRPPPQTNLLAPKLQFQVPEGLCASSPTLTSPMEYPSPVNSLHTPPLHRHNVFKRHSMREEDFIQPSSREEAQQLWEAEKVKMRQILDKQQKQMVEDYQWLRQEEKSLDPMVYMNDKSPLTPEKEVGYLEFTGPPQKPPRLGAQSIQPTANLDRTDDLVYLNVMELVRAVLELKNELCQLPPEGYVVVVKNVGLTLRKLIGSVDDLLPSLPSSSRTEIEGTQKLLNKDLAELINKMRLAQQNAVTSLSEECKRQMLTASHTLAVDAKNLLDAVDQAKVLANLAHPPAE
# PostGolgi ctrl: inhibits growth of the yeast control strain; efflux-deficient yeast background strain, growth absorbance A615, 16 h; inhibition, % at 10 µM; 98,000 tested, 5% active
# CYP2C9 activ: increases human cytochrome P450 2C9 activity. P11712. 96,000 tested, 1.4% active. recombinant CYP2C9, luciferin-H conversion, luminescence; active compounds read high; factor 1 = untreated enzyme, 0 = blocked. activation factor at 5 µM;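 active = activation factor of 2 or more for CYP2C9 at a 5 µM dose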;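 note: 0 = sulfaphenazole-blocked wells and 1 = vehicle-only wells; values of inactives mirror those of a sister screen read the other way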
# LYP inh 2: blocks human PTPN22 phosphatase activity; inhibition, % at 2 µM; 96,000 tested, 0.21% active; recombinant LYP catalytic domain, DiFMUP fluorescence;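 active = inhibition at 2 µM at or above a set limit, the screen mean plus 3 SD, cut at about 24% in these data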;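 note: 0% = DMSO with enzyme and 100% = enzyme fully blocked by orthovanadate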
# LYP act: increases human PTPN22 phosphatase activity. recombinant LYP, DiFMUP fluorescence; 0 = plate median, 100 = signal doubled. activation, % at 2 µM. 96,000 tested, 0.11% active;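 active = activation at 2 µM above a set limit, the mean plus 5 SD, cut at about 37% in these data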
# CYP2C9 inhib: blocks human cytochrome P450 2C9. P11712. 96,000 tested, 20% active. CYP2C9 Supersomes, luciferin-H conversion, luminescence. inhibition, % at 5 µM;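 active = blocking of liver enzyme CYP2C9 beyond about 50% at 5 µM, limit read from the data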; note: values of inactives mirror those of a sister screen read the other way
# PostGolgi yeast: growth inhibition of a yeast mutant, post-Golgi transport screen; post-Golgi transport phenotypic cell assay; inhibition, % at 10 µM; 98,000 tested, 0.9% active; AID 739;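 note: yeast cells grown in 1536-well plates; yeast grown about 18 h at 30C before absorbance read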
# DAT uptake mod: changed human dopamine transporter uptake under cocaine IC80. Q01959. LLC-PK1 hDAT cells, [14C]-dopamine uptake with cocaine IC80; actives deviate in either direction. B-score at 10 µM. 110,000 tested, 1.3% active. AID 449768;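 active = Z score or B-score, a plate-position-corrected score, falls beyond the plate's 99.7% confidence bounds, in either direction; inactive = both scores lie inside the 99.7% bounds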;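 note: scored against the spread of the other compound wells on the same plate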
# Ecoli WT expand: blocks growth of wild type E. coli BW25113; growth inhibition, % at 100 µM; 98,000 tested, 0.15% active; OD600 absorbance; AID 710;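 active = growth inhibition above about 50% at one test dose, limit read from the data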;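 note: growth measured after 20 h incubation at 37 °C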
# The depositor's hits bear a star; nt = not tested or not shown. Cut-off read from the data, not from the text of the source, unless noted: active = inhibition above about 30%; inactive = the rest.
# Start of the listing, in advance, 5 compounds:
SMILES,Pyk2 oligo antag,PostGolgi ctrl,CYP2C9 activ,LYP inh 2,LYP act,CYP2C9 inhib,PostGolgi yeast,DAT uptake mod,Ecoli WT expand
COc1cccc(OCCOc2ccccc2[N+](=O)[O-])c1,-0.38,nt,nt,-5.3,7.6,nt,nt,0.788,nt
Cc1c(-n2cc(C(=O)c3cc(Br)ccc3O)cc(C#N)c2=O)c(=O)n(-c2ccccc2)n1C,0,12.2,0.4,8.9,-11.2,64.4*,-0.5,-0.04,-1.0
O=C(NCc1ccco1)[C@@H]1CCCN1C(=O)c1cccs1,0.86,6.0,1,-10.4,8.7,2.5,-2.7,0.01,1.0
O=C(O)CNC1=NCCCCC1,0.67,4.1,1.1,-0.5,-2.8,-15.0,-3.8,-0.148,-2.0
CC(C(=O)N1CCOCC1)N1c2cccc3cccc(c23)S1(=O)=O (centres undefined),-0.14,4.2,1.3,-9.7,6.0,-30.6,-10.8,0.216,-1.0

# The whole of this part, from the first entry:
SMILES,Pyk2 oligo antag,PostGolgi ctrl,CYP2C9 activ,LYP inh 2,LYP act,CYP2C9 inhib,PostGolgi yeast,DAT uptake mod,Ecoli WT expand
COc1cccc(OCCOc2ccccc2[N+](=O)[O-])c1,-0.38,nt,nt,-5.3,7.6,nt,nt,0.788,nt
Cc1c(-n2cc(C(=O)c3cc(Br)ccc3O)cc(C#N)c2=O)c(=O)n(-c2ccccc2)n1C,0,12.2,0.4,8.9,-11.2,64.4*,-0.5,-0.04,-1.0
O=C(NCc1ccco1)[C@@H]1CCCN1C(=O)c1cccs1,0.86,6.0,1,-10.4,8.7,2.5,-2.7,0.01,1.0
O=C(O)CNC1=NCCCCC1,0.67,4.1,1.1,-0.5,-2.8,-15.0,-3.8,-0.148,-2.0
CC(C(=O)N1CCOCC1)N1c2cccc3cccc(c23)S1(=O)=O (centres undefined),-0.14,4.2,1.3,-9.7,6.0,-30.6,-10.8,0.216,-1.0
OCC(O)C(O)C(O)C(O)C1NCCS1 (centres undefined),0.46,-9.1,1,-10.9,13.0,-4.7,2.3,-0.839,-8.0
COc1ccc(-c2cnc(N)n2CC2CCCO2)cc1 (centres undefined),-0.04,-1.8,1,1.7,-4.1,-3.4,9.6,-0.00387,14.0
CCOC(=O)c1c(C#N)c(SCC(=O)Nc2ccc(OC)cc2)nc2c1CN(CC)CC2,-1.2,1.4,0,-0.1,-1.3,97.5*,5.1,0.942,3.0
CCc1c(C)[nH]n(-c2ccc(Oc3ccccc3)c(S(=O)(=O)O)c2)c1=O,-0.49,2.4,0.9,-2.7,2.7,7.7,-0.3,-0.497,-3.0
O=C(CN1CCN(c2ccc(Cl)cc2)CC1)Nc1ccc(F)c(F)c1,3.49,9.9,0.5,-10.2,8.8,46.1,-0.5,-1.65,4.0
CCCS(=O)(=O)c1c(S(=O)(=O)CCC)c2c3ccccc3ccn2c1C(N)=O,0.99,3.9,1,7.8,-7.9,-0.3,1.3,0.725,7.0
Cc1ccc(-c2nnc3n2N=C(c2ccccc2)CS3)cc1,nt,11.2,1.1,nt,nt,-5.1,-4.2,-0.176,0.0
COc1cc(C(N)=O)ccc1OCc1ccccc1,-0.67,2.5,0.7,11.4,-8.1,27.9,14.7,1.33,-2.0
O=C(Nc1ccncc1)c1ccc(F)cc1,1.22,0.5,0.4,3.1,-5.6,60.8*,-9.3,-0.245,1.0
CCOC(=O)c1nn(-c2ccccc2)c(=O)cc1SC(C)C,-0.26,-2.7,1,8.1,-4.5,3.3,-5.2,-0.0478,6.0
COCc1c(C)cc(C)c(/C=N/O)c1C,0.08,nt,1.2,nt,nt,-20.8,nt,-0.154,nt
O=C(CSc1cn(Cc2ccccc2)c2ccccc12)N1CCOCC1,nt,22.9,0.8,-1.4,1.4,21.2,13.3,0.0693,-4.0
CCn1c(SCC(=O)Nc2ccccc2N2CCOCC2)nnc1-c1ccccc1O,-0.32,11.0,0.5,2.5,-7.5,49.1,-11.0,-1.45,-7.0
CCc1cc(=O)oc2cc(OC(C)=O)cc(OC(C)=O)c12,-0.85,10.7,1.1,1.8,-1.2,-6.5,20.4,-0.0029,21.0
CCNC(=O)CC1C(=O)N(c2ccc(F)cc2)C(=O)N1Cc1ccccn1 (centres undefined),-0.22,6.5,0.8,-15.8,15.0,17.4,5.8,0.829,-3.0
C/C(=C1/SC(N2CC(C)OC(C)C2)=NC1=O)c1ccccc1 (centres undefined),-0.44,18.2,0.7,-6.9,6.8,29.0,3.2,1.54,3.0
Cn1nc(C(=O)Nc2ccc(S(=O)(=O)N3CCCC3)cc2)ccc1=O,2.53,1.1,0.8,2.3,-2.9,22.0,-0.3,0.733,-4.0
COCCCNC(=O)CN(Cc1ccc(Cl)cc1)S(C)(=O)=O,0.1,5.7,1,-7.8,7.3,-1.5,0.2,-0.874,-13.0
CC1(C)SCC2C(=O)N3C(CSC3(C)C)C(=O)N21 (centres undefined),0.2,1.1,0.9,-5.0,4.3,9.7,21.8,0.0197,1.0
CCOC(=O)CSC(CC)C(=O)Nc1nnc(CC)s1 (centres undefined),nt,2.0,0.6,-18.9,14.5,42.2,-2.5,0.14,8.0

# Carrying on:
SMILES,Pyk2 oligo antag,PostGolgi ctrl,CYP2C9 activ,LYP inh 2,LYP act,CYP2C9 inhib,PostGolgi yeast,DAT uptake mod,Ecoli WT expand
Cc1cc(SCc2cc(=O)[nH]c3ccccc23)nc2ccccc12,-0.54,-0.3,1,-2.2,-0.4,-1.2,-10.1,nt,6.0
Cc1nn(-c2ccccc2)c(C)c1/C=N/O,0.4,27.0,1,14.7,-9.2,3.7,-32.5,-0.345,1.0
CCC(C)(C)NC(=O)C(c1ccc(OC)cc1)N(Cc1cccs1)C(=O)CCC(=O)Nc1cc(C)on1 (centres undefined),0.15,nt,nt,0.9,-1.5,nt,nt,2.07,nt
COc1cc(C(c2c(C)[nH][nH]c2=O)c2c(C)[nH][nH]c2=O)ccc1OS(=O)(=O)c1ccccc1,0.19,-1.3,0.6,1.5,0.7,37.3,1.5,-0.523,-1.0
Nn1c(Nc2ccccc2)nc2sc3c(c2c1=O)CCC3,-1.33,30.8*,0,1.7,-4.3,97.6*,11.4,3.65*,-2.0
O=C(CCN1CCCCCC1)Nc1ccc(F)c(F)c1,0.38,4.5,1.2,-11.1,8.6,-18.2,-4.2,-0.577,2.0
Cn1c(CSc2nc3ccccc3n2C)nc2ccccc21,0.19,21.9,0.9,-2.8,5.1,13.2,11.6,0.273,-1.0
O=C(NCc1ccccn1)c1cc(-c2ccccc2Cl)on1,-0.44,9.9,2.6*,6.5,-5.2,-163.4,-2.1,0.594,14.0
N#Cc1ccc(Sc2nc3ccccc3[nH]2)cc1C#N,0.98,4.4,0.7,0.3,-2.6,31.3,-11.3,1.01,5.0
COc1ccc(OC)c(CN2C(=O)c3ccccc3C2C(=O)NCc2cccnc2)c1 (centres undefined),nt,14.4,0.5,nt,nt,51.3*,-3.6,1.65,4.0
Cc1[nH]c(=O)[nH]c(=O)c1S(=O)(=O)N1CCCC(C(=O)N2CCN(c3ccccc3Cl)CC2)C1 (centres undefined),0.59,-1.1,0.9,2.7,0.3,9.5,-1.7,-0.288,5.0
COc1ccccc1C1C2CCCCC2(O)CCN1CC(=O)Nc1ccccc1 (centres undefined),-0.33,6.4,0.6,13.4,-10.2,41.6,5.5,0.898,3.0
COc1ccccc1N1C(=O)C2C3C=CC(C3)C2(C)C1=O (centres undefined),0.37,6.4,1.1,nt,nt,-7.3,3.6,-1.48,-2.0
O=S(=O)(c1cc(Cl)ccc1Cl)N1CCN(Cc2ccc3c(c2)OCO3)CC1,nt,30.0,1.1,-8.1,4.6,-15.0,1.0,0.814,-22.0
Cc1nc2ncnn2c(Nc2ccc3c(c2)OCO3)c1Cc1ccccc1,-1.25,16.2,0.7,7.5,-9.0,29.3,-1.4,0.554,3.0
CC1(C)CC(=O)C(N=Nc2cc(Cl)c(Cl)c(Cl)c2)=C(O)C1,-0.49,19.2,1.1,-0.4,0.4,-12.9,-2.1,-0.872,-4.0
CCNC(=O)CC1SC(=Nc2ccc(C)cc2)N(CC)C1=O (centres undefined),-0.41,1.2,0.7,-0.7,2.1,26.8,4.7,0.278,0.0
O=C(C1CCCN(Cc2ccc3c(c2)OCO3)C1)N1CCCC1 (centres undefined),0.1,6.4,0.9,-6.1,3.3,7.5,8.5,0.05,0.0
Nc1nnc(-c2cccnc2)s1,-0.74,-4.1,0.9,-7.2,5.1,9.3,-6.3,-1.03,6.0
CN(C)c1ccc(NC(=S)N(CCc2ccccc2)C2CC(=O)N(c3c(Cl)cccc3Cl)C2=O)cc1 (centres undefined),0.21,5.7,0.8,10.9,-8.5,17.0,9.1,0.226,-9.0
Cc1ccc(C(C)C)cc1OCCOCCN1CCCC1,-0.55,10.9,1,6.5,-4.4,-3.3,-7.0,1.46,7.0
CN1C(=O)C2(C(C#N)=C(N)Oc3n[nH]c(-c4ccc(Cl)cc4)c32)c2ccccc21 (centres undefined),-3.05*,5.3,0.7,-5.6,4.1,29.8,4.7,1.4,0.0
CN(C)c1cc[n+](Cc2ccccc2)cc1,0.16,-6.9,1,nt,nt,2.2,1.4,0.147,-6.0
C/C(=N\NC(=O)CC(C)C)c1ccc(Cl)c(Cl)c1,-0.37,-1.1,0.9,14.2,-10.5,9.4,5.6,0.534,-4.0
CC1CCCN(C(=O)C2CCCN(S(=O)(=O)c3cccc4nsnc34)C2)C1 (centres undefined),1.75,18.8,0.8,6.1,-3.0,15.2,10.9,0.0741,1.0

# Going on with the list:
SMILES,Pyk2 oligo antag,PostGolgi ctrl,CYP2C9 activ,LYP inh 2,LYP act,CYP2C9 inhib,PostGolgi yeast,DAT uptake mod,Ecoli WT expand
CCOc1cc(C)c(Cl)cc1S(=O)(=O)N1CCCC1,0.01,14.2,1.6,-12.2,10.3,-60.2,-1.3,-0.127,2.0
O=C(CSc1nnc(-c2cccnc2)n1Cc1ccccc1)N1CCOCC1,1.1,-1.2,1.1,6.8,-8.5,-10.4,4.7,1.31,3.0
Cn1c(=O)c2c(ncn2CC(=O)Nc2nnc(Cc3ccccc3)s2)n(C)c1=O,1.2,23.9,0.8,2.5,-3.9,23.0,2.4,1.09,-12.0
Cc1ccc2c(c1)C(c1ccncc1)=NNC(c1ccc(C(C)C)cc1)=N2,nt,-6.3,0.9,-1.4,0.8,8.8,-0.2,-0.914,-9.0
O=C(CCCN1C(=O)CSc2ncccc21)N1CCN(c2cccc(C(F)(F)F)c2)CC1,0.4,15.9,0.7,nt,nt,31.1,-2.8,1.85,4.0
Cc1cnn(Cc2ccccc2)c1N,0.2,-0.6,1,3.8,-6.2,4.2,0.6,-1.03,8.0
Fc1ccc(C(c2nnnn2C2CCCC2)N2CCN(Cc3ccccc3)CC2)cc1 (centres undefined),0.01,0.1,0.9,nt,nt,5.9,4.2,-0.00712,2.0
COc1ccc(NC(=O)Nc2ccccc2C)c(OC)c1,-0.44,0.8,1,nt,nt,0.8,-6.4,-0.123,-8.0
COC(=O)C1C(=O)C2=C(CC1C)NC(=O)CC2c1cccc(C)c1 (centres undefined),0.14,9.8,0.8,-2.0,0.7,18.8,2.9,0.153,0.0
CC(C)NC(=O)c1cc(-c2ccco2)nn1-c1ccc(Cl)cc1,0.31,11.2,0.7,10.3,-8.3,34.0,13.0,-0.0196,3.0
O=C(c1cnn2c(C(F)F)cc(C3CC3)nc12)N1CCCC1,-0.89,5.2,1.3,0.5,1.9,-25.2,-9.1,1.64,4.0
O=C(NCCc1ccccn1)C1CC(=O)N(Cc2ccccc2Cl)C1 (centres undefined),0.24,1.4,1.3,14.6,-16.6,-33.7,-2.0,-0.0591,8.0
CCn1c(Cc2ccc(OC)cc2)nnc1SCC(=O)Nc1cccc(C(=O)OC)c1,-0.88,10.4,nt,-4.3,-1.1,nt,-6.9,-0.00155,1.0
Cc1ccc(C)c(Cn2c(CO)nc3ccccc32)c1,1.03,-7.2,0.9,2.0,1.7,6.4,1.1,0.0604,4.0
O=C(Nc1ccc2nn(-c3ccccc3)nc2c1)c1ccc2c(c1)OCCO2,-2,19.4,0.4,12.2,-13.7,55.5*,7.7,1.01,-8.0

# Bioassay records (PubChem)

# Not a hit list; overall some 24% were active at least once.
